Dynein cargo inh: inhibitors of GR-EGFP nuclear translocation, primary screen, dynein cargo transport inhibitor project, imaging, high-content, 3617.4 mouse cells; test concentration mostly 20 µM; stimulated with dexamethasone, 1 µM; hits give low values; z-score, hits read low; AID 1381, 2008; actives 0.47% (n = 220,000);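 active means plate z-score of nuclear minus cytoplasmic receptor signal below a set negative limit, without overly bright fluorescence or cell loss, cut at about -3.5 in these data, passing the limit was not always enough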;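 further: z-score of nuclear minus cytoplasmic ring GR-EGFP intensity difference per well; some compounds called inactive have numbers as strong as hits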
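Buffer or medium: tetracycline-free induction medium containing charcoal-stripped FBS / Reagent: dexamethasone agonist, 1.0 µM final, for 30 min / Technique: automated 10x imaging of fixed Hoechst-stained cells / Times: induction 48 h, compound 1 h, agonist 30 min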
ER stress rescue: rescue of cells from ER stress-induced death, primary screen, 384-well, CSM14.1, thapsigargin, ATP luminescence (AID 1222); cellular ATP content (survival), % at 20 µM, or EC50 in µM where a hit was titrated; CSM14.1 thapsigargin-induced death rescue, ATP luminescence; higher % means a stronger effect; 190,000 tested, under 10 active;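 active means EC50 below 50 µM in the dose-response confirmation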;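 further: death triggered by thapsigargin at about 15 µM added after 2 h compound pretreatment; cell ATP read after overnight thapsigargin exposure of roughly 18 to 22 hours; normalized against plate controls of thapsigargin alone and 5% DMSO vehicle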
MT stabilize HCS: microtubule stabilizers in HeLa cells, primary screen, imaging, high-content imaging | HeLa tubulin immunostaining HCS, 24 h; share of cells brighter than vehicle mean+2SD | % tubulin-high responders, % at 10 µM | actives 0.83% (n = 200,000) | AID 2205, 2009;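 active means plate Z-score above 3 for both tubulin-high and condensed-nucleus cell shares, with cell loss under 80%, at 10 µM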;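 further: anti alpha tubulin signal scored within the nucleus-defined area of each cell; some results filed as inactive read as strong as hits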
WT yeast gro inh: growth inhibition of WT strain, primary screen, mitochondrial fusion inhibitor project, WT and mutant strains, chemical genetic; mitochondrial fusion phenotypic screen; inhibition, % at 10 µM; actives 2.1% (n = 190,000); AID 1362, 2008; in the data active means inhibition above about 58%; tested in S. cerevisiae
Hep lipid drop: inhibitors of hepatocyte lipid droplet formation, primary screen, imaging, high-throughput imaging, BODIPY stain; inhibition, % at 6.5 µM; AID 1656, 2009; actives 0.4% (n = 240,000); AML12 mouse hepatocytes, oleate lipid droplets;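 active means lipid droplet intensity inhibited by at least 50%, with more than 500 cells counted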
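Assay system: AML12 hepatocytes (mouse) / Also added: 100 µM oleic acid challenge / Times: overnight treatment with compound plus oleate / Detection: high-content imaging of BODIPY-stained droplets and DAPI nuclei / Evaluation: % inhibition of lipid droplet signal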
Ins promoter up: insulin promoter activators in MIN6 cells, imaging, high-content screening, mouse beta cells. MIN6 insulin promoter-GFP reporter; hits give high values. z-score at 5 µM. actives 0.3% (n = 190,000);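 active means z-score above 3 at 5 µM with at least 500 cells counted in the well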
XIAP displacement: XIAP antagonists, biochemical, IAP family, fluorescence polarization (AID 1018). E3 ubiquitin-protein ligase XIAP (Homo sapiens). XIAP BIR domain, fluorescence polarization peptide displacement; higher % means a stronger effect. displacement, % at 20 µM; hits with a dose series show IC50 in µM. actives 0.007% (n = 200,000); in the data active means displacement above about 50%; further: a part of the inactive calls stands beside numbers as strong as those of hits
Autophagy HCS: autophagy modulators in MEF cells, primary screen, imaging, high-content, MEF GFP-LC3 | MEF GFP-LC3 puncta imaging; test concentration mostly 10 µM | calls only at 10 µM (by protocol) | actives 0.98% (n = 190,000);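 active means percentage of spot-positive cells more than 3 SD above its plate mean, without a fluorescence outlier flag or 80% toxicity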;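 further: spot-positive cell cutoff set from DMSO-treated cells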
bCat nuc transl: modulators of beta-catenin nuclear translocation, primary screen, imaging, HeLa cells, immunofluorescence, high-content; AID 1665, 2009; nuclear translocation activity, % at 5 µM; actives 0.3% (n = 190,000);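 active means nuclear translocation activity above 50% at 5 µM, with a well cell count of 50 or more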;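 further: per-cell ratio of nuclear to cytoplasmic median beta-catenin stain intensity; plate controls were DMSO negative control for no effect and GSK-3 inhibitor IX positive control for full effect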
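Test system: human HeLa cells, endogenous beta-catenin. Times: 24 h compound exposure, 37°C. Measured by: beta-catenin immunofluorescence imaging with DAPI.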
WT yeast gro inh mutant strain: further read-out of WT yeast gro inh, marked with its call; inhibition, %; mitochondrial fusion phenotypic screen, mutant strain inhibition
Dynein cargo inh cytoplasmic EGFP: second read-out of Dynein cargo inh, no call of its own (marks repeat the call); z-score; measured here: cytoplasmic GR-EGFP intensity; hits give high values
Dynein cargo inh nuclear GR-EGFP: second read-out of Dynein cargo inh, no call of its own (marks repeat the call); z-score; measured here: nuclear GR-EGFP intensity;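 lower value marks the stronger effect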
Dynein cargo inh cell count: further read-out of Dynein cargo inh, marked with its call; z-score; measured here: cell count per field
Ins promoter up cell count: second read-out of Ins promoter up, no call of its own (marks repeat the call); cell count; measured here: cytotoxicity, nuclei count;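 total cells summed across four imaged fields per well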
Hep lipid drop cells 6.5 µM: also measured in Hep lipid drop; calls as there; cell count; measured here: cell count, cytotoxicity flag;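 cells counted across two imaged fields per well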
bCat nuc transl cell count 5 µM: second read-out of bCat nuc transl, no call of its own (marks repeat the call); cell count; measured here: cell count, cytotoxicity flag
MT stabilize HCS Hoechst-high %: recorded beside MT stabilize HCS, whose call it bears; % Hoechst-high responders; measured here: nuclear condensation Hoechst responders;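 share of cells brighter than vehicle mean plus two SD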
MT stabilize HCS cytotoxicity %: also measured in MT stabilize HCS; calls as there; toxicity, %; measured here: cytotoxicity by cell density;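 0% = mean cell density of plate MIN control wells and 100% = no cells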
Autophagy HCS cell loss 18 h: second read-out of Autophagy HCS, no call of its own (marks repeat the call); toxicity, %; measured here: cell loss, nuclei count;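 cell loss after 18 h compound exposure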
* marks the source's active call; other numbers are inactive results; i = inactive; . = not tested or not shown; & = joins results of further samples.

SMILES | Dynein cargo inh | Dynein cargo inh cytoplasmic EGFP | Dynein cargo inh nuclear GR-EGFP | Dynein cargo inh cell count | ER stress rescue | MT stabilize HCS | MT stabilize HCS Hoechst-high % | MT stabilize HCS cytotoxicity % | WT yeast gro inh | WT yeast gro inh mutant strain | Hep lipid drop | Hep lipid drop cells 6.5 µM | Ins promoter up | Ins promoter up cell count | XIAP displacement | Autophagy HCS | Autophagy HCS cell loss 18 h | bCat nuc transl | bCat nuc transl cell count 5 µM
Cc1ccccc1C(=O)OCc1cnc(Cl)s1 | 0.0099 | -0.11 | -0.12 | 0.96 | -0.5% | 2.3 | 2.1 | 12 | 0 | -18 | 4 | 717 | 0.11 | 1526 | -3.6% | i | 7 | -3.7 | 1024
COc1ccc(-n2c(Cc3cccn3C)nnc2SCC(=O)NCc2ccco2)cc1 | 0.66 | -0.21 | 0.5 | 0.38 | . | 2.0 | 2.5 | 11 | -18 | 5 | 9 | 706 | -0.72 | 1511 | -1.6% | i | -4 | -1.3 | 1179
COc1ccc(NS(=O)(=O)c2cc(N/C(=N\S(=O)(=O)c3ccccc3)c3ccc(F)cc3)ccc2Cl)cc1 | 0.44 | -0.31 | -0.2 | -0.22 | 10% | 12* | 44* | 29* | 3 | 1 | 16 | 678 | -0.13 | 1399 | -4.2% | i | -2 | . | .
O=C(c1cn(-c2ccccc2)nc1-c1cccs1)N1CCN(c2ccccc2)CC1 | 0.95 | -0.23 | 1.2 | -0.0033 | -2.9% | 2.2 | 2.0 | 13 | 30 | -16 | 21 | 698 | . | . | -3.8% | i | 34 | 0.6 | 1019
CC(NC(=O)C(=O)Nc1nccs1)c1ccccc1 (stereo not drawn) | -0.29 | -0.24 | 0.74 | -0.34 | . | . | . | . | . | . | 10 | 734 | 0.01 | 1134 | . | . | . | 0.5 | 1217
CCCCNC(=S)N/N=C/c1ccc(C)s1 | -0.11 | -0.26 | 0.17 | 0.78 | 0.2% | 0.9 | 0.8 | 14 | 10 | 9 | 2 | 785 | 0.26 | 953 | -1.6% | i | -23 | . | .
Cc1ccc(S(=O)(=O)N(CC(O)CN2CCCCC2)c2ccccc2)cc1 (stereo not drawn) | -0.31 | 0.41 | 0.07 | -0.041 | 0.9% | 3.0 | 3.0 | 7.6 | 2 | -10 | . | . | -0.07 | 1051 | 0.5% | i | -5 | -0.3 | 1159
COc1ccccc1N1CCN(C(=O)CCCCn2c(=O)[nH]c3ccsc3c2=O)CC1 | -0.45 | -0.26 | -0.21 | 0.66 | -0.3% | 2.5 | 3.1 | 6.9 | 0 | -2 | . | . | 0.33 | 997 | -5.6% | i | -1 | -0.3 | 1173
O=C(c1cc2nc(-c3ccco3)cc(C(F)(F)F)n2n1)N1CCN(c2ccccc2)CC1 | 0.21 | 0.61 | 0.57 | -0.53 | -0.6% | 2.0 | 2.6 | 9.9 | 20 | 5 | -6 | 647 | 0.22 | 1902 | -0.8% | i | 7 | -1.2 | 985
CC(NC(=O)NCCCn1ccnc1)(C(F)(F)F)C(F)(F)F | -0.078 | 0.26 | 0.09 | -0.83 | -1.5% | 3.8 | 1.8 | 5.1 | -3 | 8 | . | . | -0.52 | 1313 | -2.9% | i | 5 | 3.2 | 1101
O=C(N/N=C\c1ccc(-c2ccc([N+](=O)[O-])cc2)o1)C1COc2ccccc2O1 (stereo not drawn) | -0.16 | -0.12 | -0.06 | 0.53 | -0.4% | 1.0 | 1.1 | 7.9 | 18 | 20 | -17 | 645 | 0.44 | 1142 | 5.6% | i | 3 | 1.4 | 974
COc1ccc(N(CC(=O)NCc2ccco2)S(=O)(=O)c2c(C)nn(C)c2C)cc1 | -0.12 | -0.19 | -0.035 | -0.26 | -0.6% | 1.8 | 3.2 | 5.4 | 6 | -2 | . | . | 1.3 | 1103 | -4.9% | i | 11 | -3.0 | 1211
Cc1c(C)c(C)c(S(=O)(=O)N2CCNCC2)c(C)c1C | -0.98 | -0.34 | -0.6 | 1.2 | -2.1% | 4.7 | 1.7 | 5.3 | 0 | 8 | 17 | 677 | -0.15 | 1026 | -5.7% | i | -4 | 1.0 | 1100
Cn1cnnc1SCC(=O)Nc1ccccc1Sc1ccccc1 | . | . | . | . | 0.9% | . | . | . | -12 | 4 | . | . | 1.8 | 1601 | -5.6% | . | . | -7.2 | 981
CCOC(=O)C1=C(CC)Nc2ccccc2N=C1NC(=O)c1oc2ccccc2c1C | -1.2 | -0.22 | -0.72 | 1.2 | -1.3% | 6.0 | 4.5 | 11 | 12 | 1 | 2 | 695 | -0.07 | 1269 | -3.7% | i | 31 | 0.1 | 1094
COc1ccc(NC(=O)Cn2nnc(C(=O)NCCc3ccc(OC)c(OC)c3)c2N)cc1 | -0.2 | -0.18 | 0.74 | -0.19 | -2.1% | 2.2 | 1.5 | 12 | -14 | -11 | . | . | -0.13 | 1599 | -3.4% | i | -30 | 2.6 | 1414
CCCC(=O)Nc1c(-c2ccccc2)c(=O)c(C)nn1-c1ccc(C)cc1 | -0.83 | -0.66 | -0.67 | 0.59 | . | . | . | . | . | . | 22 | 676 | 0.76 | 910 | . | . | . | 0.1 | 1378
CC1(C)CC2(CCO1)CNC(=O)O2 (stereo not drawn) | -1.3 | -0.19 | -0.48 | 1.3 | -0.5% | 2.1 | 1.6 | 13 | -5 | -19 | . | . | . | . | -3.1% | i | 3 | -1.4 | 1238
CC(CN1CCOCC1)OC(=O)COc1ccc(F)cc1 (stereo not drawn) | -0.57 | -0.2 | -0.11 | 0.49 | 0.4% | 1.7 | 2.1 | 13 | -10 | -18 | . | . | -0.57 | 1510 | -2.3% | i | -7 | -1.4 | 827
CCc1ccc(NC(=O)CNS(=O)(=O)c2c(C)noc2C)cc1 | -0.92 | -0.15 | -0.22 | -0.0098 | -1.0% | 5.3 | 3.3 | 9.3 | -9 | -10 | . | . | -0.78 | 1177 | -1.9% | i | 18 | -4.8 | 907
O=C(Nc1cccc(S(=O)(=O)N2CCCCC2)c1)c1ccc2c(c1)OCO2 | -1.1 | -0.24 | -0.87 | 1.2 | 1.2% | 2.8 | 4.0 | 7.7 | 10 | 5 | -2 | 595 | -0.1 | 1374 | -0.9% | i | -14 | 0.0 | 1009
O=C(Nc1ncn[nH]1)c1ccc(Cl)c(S(=O)(=O)N2CCCCCC2)c1 | -0.58 | -0.24 | -0.31 | 0.48 | -2.8% | 1.6 | 0.9 | 2.3 | 4 | 5 | -50 | 727 | . | . | -17% | i | 3 | 1.3 | 1081
CCN(CC)C(c1ccc(F)cc1)c1nnnn1C1CCCCC1 (stereo not drawn) | -0.00059 | -0.11 | 0.63 | -1.4 | 8.5% | 5.6 | 2.8 | 5.2 | 7 | -12 | . | . | -0.56 | 1257 | -2.1% | i | -4 | -6.0 | 940
COc1ccc(O)c(/C=c2/sc3nc4cc(C)c(C)cc4n3c2=O)c1 | -0.55 | -0.21 | 0.17 | 0.19 | -1.2% | 5.6 | 4.4 | 8.0 | -14 | -8 | . | . | 0.76 | 928 | -5.1% | i | 8 | 0.1 | 1142
CCCOc1ccc(CSC(CC(=O)O)C(=O)O)cc1 (stereo not drawn) | -0.95 | -0.21 | -0.22 | 0.78 | -1.6% | 4.9 | 3.9 | 7.6 | 4 | -3 | . | . | . | . | -3.7% | i | -1 | . | .
CCNC(=S)NNC(=O)c1ccc(OC)cc1 | -0.96 | -0.11 | -0.34 | 0.36 | 3.6% | 9.1 | 3.0 | 0.8 | -5 | 10 | 2 | 726 | 0.36 | 1623 | -2.2% | i | 9 | 1.2 | 1474
CCC(=O)Nc1ccccc1C(=O)OCC(=O)c1cccc2ccccc12 | -0.51 | -0.2 | 0.08 | 1.1 | 2.5% | 2.5 | 1.6 | 9.3 | -2 | 16 | . | . | 0.05 | 1651 | -1.8% | i | -35 | 1.7 | 1439
O=c1cc(O)nc(SCc2ccccc2)n1-c1ccccc1 | 1.5&-0.084 | -0.25&-0.16 | 0.37&-0.2 | 0.26&-0.11 | -2.9%&-0.1% | 2.0&3.2 | 1.2&1.4 | 7.0&12 | -5&4 | -5&1 | . | . | 0.74&1.7 | 1459&1496 | -1.7%&-1.1% | i | 11&8 | -2.7&0.2 | 1428&748
CCOC(=O)c1nn(-c2ccc3ccccc3c2)cc1O | 1.7 | -0.34 | 0.19 | -1.7 | -1.4% | 5.1 | 3.3 | 9.6 | -9 | -3 | 7 | 670 | . | . | -5.4% | i | -14 | -5.2 | 1070

Reformatted with values under each structure: entries from further up
Values run as follows: Dynein cargo inh	Dynein cargo inh cytoplasmic EGFP	Dynein cargo inh nuclear GR-EGFP	Dynein cargo inh cell count	ER stress rescue	MT stabilize HCS	MT stabilize HCS Hoechst-high %	MT stabilize HCS cytotoxicity %	WT yeast gro inh	WT yeast gro inh mutant strain	Hep lipid drop	Hep lipid drop cells 6.5 µM	Ins promoter up	Ins promoter up cell count	XIAP displacement	Autophagy HCS	Autophagy HCS cell loss 18 h	bCat nuc transl	bCat nuc transl cell count 5 µM
CC(CN1CCOCC1)OC(=O)COc1ccc(F)cc1 (stereo not drawn)
    -0.57	-0.2	-0.11	0.49	0.4%	1.7	2.1	13	-10	-18	.	.	-0.57	1510	-2.3%	i	-7	-1.4	827
CCc1ccc(NC(=O)CNS(=O)(=O)c2c(C)noc2C)cc1
    -0.92	-0.15	-0.22	-0.0098	-1.0%	5.3	3.3	9.3	-9	-10	.	.	-0.78	1177	-1.9%	i	18	-4.8	907

Screening data: PubChem, several laboratories
